# HIF activator = HIF pathway transcriptional activation | U2OS HRE-luciferase reporter, luminescence; normalized: DMSO 0%, desferrioxamine 100% | activation, % at 7.5 µM (by protocol) | 300,000 tested, 0.32% active | AID 1910;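 active = mean activation of at least 10% of the iron chelator positive control signal, with at least half of replicates also reaching 10%; inconclusive = mean and replicate majority disagree about reaching 10%; inactive = mean and most replicates under 10%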
# AI-2 QS mod = Vibrio harveyi AI-2 quorum sensing modulation; Vibrio harveyi JMH597 AI-2 luminescence/OD600 ratio, 9 h; hits give low values; strain lacks LuxN and CqsS sensors; 0 = neutral-control median; activity change, % at 7.5 µM; 300,000 tested, 0.4% active; AID 2094; in the data active = activity change below about -75%, passing the limit was not always enough; inconclusive = no clear call, values can overlap the other calls;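 note: luminescence divided by OD600 gain over 9 h not by final OD600 alone; inactives centre near 13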
# HSF1 inh = HSF1 inhibition | NIH3T3-HGL HSE-luciferase, MG132-induced, luminescence 8 h; hits give low values | AID 2098 | 300,000 tested, 0.77% active | activity change, negative = inhibition, % at 7.5 µM (by protocol);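 active = more than half of replicate wells show activity change below -50%, luminescence cut by over half; inconclusive = some wells, but at most half, below -50%; inactive = no replicate well below -50%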;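 note: luciferase reports HSF-1 transcriptional activity via heat shock element; 0% = median of DMSO wells and -100% = zero luminescence signal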
# GSK3A inh = inhibitors of human GSK-3 alpha kinase; P49840; ADP-Glo luminescence, 60 min; 320,000 tested, 0.1% active; inhibition, % at 10 µM;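 in the data active = inhibition above about 50%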;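 note: GST-tagged GSK-3 alpha with peptide substrate and 25 µM ATP; 0% = DMSO neutral wells and 100% = GW8510 positive control wells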
# Target sequence (P49840 whole entry, looked up): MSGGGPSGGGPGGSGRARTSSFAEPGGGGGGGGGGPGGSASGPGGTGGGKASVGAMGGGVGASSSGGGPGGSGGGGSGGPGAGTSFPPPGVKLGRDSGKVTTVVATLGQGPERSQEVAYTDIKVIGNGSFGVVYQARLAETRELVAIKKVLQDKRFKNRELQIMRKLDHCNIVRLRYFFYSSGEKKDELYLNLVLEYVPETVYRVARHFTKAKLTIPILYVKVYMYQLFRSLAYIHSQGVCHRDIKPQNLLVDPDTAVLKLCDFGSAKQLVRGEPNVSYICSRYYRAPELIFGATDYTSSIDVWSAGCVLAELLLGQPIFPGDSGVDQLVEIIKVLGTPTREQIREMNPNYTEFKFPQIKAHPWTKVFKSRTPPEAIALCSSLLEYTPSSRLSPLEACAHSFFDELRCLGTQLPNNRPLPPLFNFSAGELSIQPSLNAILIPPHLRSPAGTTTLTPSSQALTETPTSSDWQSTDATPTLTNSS
# HSP90 inh = HSP90 refolding inhibition in rabbit reticulocyte lysate | luciferase refolding luminescence, 3 h | inhibition, % at 5.6 µM | 290,000 tested, 0.91% active;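 active = inhibition above the screen-wide mean plus 3 SD, computed separately per campaign, cut at about 16% in these data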;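 note: 0% = DMSO wells and 100% = 60 µM geldanamycin wells; inhibitors lower the luminescence because luciferase stays unfolded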
# IEC-6 tox = counter-screen for KLF5 inhibitors: cytotoxicity in IEC-6 cells; IEC-6 cytotoxicity, luminescence viability; inhibition, % at 5 µM; 290,000 tested, 0.78% active; AID 1825; in the data active = inhibition above about 22%;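 note: 0% = plate median of test compound wells and 100% = cytotoxic reference compound wells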
# KLF5 inhibitor = kruppel-like factor 5 inhibition; DLD-1 KLF5 promoter-luciferase reporter, luminescence; inhibition, % at 5 µM; 290,000 tested, 0.23% active; AID 1700;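 active = inhibition above a per-plate limit of that plate's mean compound inhibition plus 3 SD, cut at about 60% in these data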;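 note: 0% = DMSO wells and 100% = LY294002 at 200 µM; higher means less KLF5 promoter-driven luciferase light; inactives centre near -14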
# GSK3B inh = inhibitors of human GSK3beta kinase. activity score (negative = inhibition), % at 10 µM. 300,000 tested, 0.038% active. GST-GSK3beta kinase, ADP-Glo luminescence, 60 min; hits give low values;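 active = more than half of replicate wells score below -50%, meaning over 50% inhibition versus plate controls; inconclusive = some replicates but at most half score below -50%; inactive = no replicate scores below -50%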;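 note: 0% = median DMSO wells and -100% = median GW8510 positive control wells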
# Target sequence (P49841 whole entry, looked up): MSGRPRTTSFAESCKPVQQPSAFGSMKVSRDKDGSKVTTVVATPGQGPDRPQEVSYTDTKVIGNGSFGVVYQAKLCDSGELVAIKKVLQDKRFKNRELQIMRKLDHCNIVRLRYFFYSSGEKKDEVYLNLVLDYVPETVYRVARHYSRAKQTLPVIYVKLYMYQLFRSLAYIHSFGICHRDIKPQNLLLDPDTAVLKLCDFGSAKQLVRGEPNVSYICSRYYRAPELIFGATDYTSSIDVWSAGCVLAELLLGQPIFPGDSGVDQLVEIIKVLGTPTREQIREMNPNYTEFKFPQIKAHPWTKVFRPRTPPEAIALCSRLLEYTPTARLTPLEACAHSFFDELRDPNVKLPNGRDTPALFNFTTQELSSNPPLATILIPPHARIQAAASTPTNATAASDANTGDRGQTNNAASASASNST
#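 Test system: GST-fused GSK3beta enzyme, cell-free | Quantity: 1.6 ng GST-GSK3beta enzyme per well | Reagent: 25 µM ATP with peptide substrate | Schedule: 60 min enzyme reaction, room temperature | Signal: Luminescent ADP-Glo measurement of ADP formed | Read-out basis: Score relative to plate controls | Control set: DMSO and 20 µM GW8510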
# HSF-1 act = increases HSF-1 driven luciferase reporter signal; NIH3T3-HGL HSF-1 luciferase reporter, MG132, 8 h; 100% = twice DMSO control signal; activation, % at 9 µM; 300,000 tested, 1.7% active;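 active = mean replicate activation of at least 50% with a set share of replicates each reaching 50%; inconclusive = only one of those two conditions met; inactive = mean below 50% and too few replicates reaching it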;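 note: 0% = median of the neutral control wells and 100% = twice that signal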
# aSyn 5UTR inh = MLPCN primary screen, SNCA 5' untranslated region; alpha-synuclein 5'UTR reporter, inhibitor activity; inhibition, % (tested at 7.5 µM); 300,000 tested, 0.82% active; AID 1813; in the data active = inhibition above about 60%; inconclusive = no clear call, values can overlap the other calls;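 note: H4 neuroglioblastoma cells stably carrying SNCA 5'UTR luciferase fusion; 0% = DMSO wells and 100% = positive control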
# * hit, by the source's call; u = inconclusive; x = no result given.
SMILES,HIF activator,AI-2 QS mod,HSF1 inh,GSK3A inh,HSP90 inh,IEC-6 tox,KLF5 inhibitor,GSK3B inh,HSF-1 act,aSyn 5UTR inh
CN(CC(=O)Nc1ccc(N2CCOCC2)cc1)CC(=O)Nc1ccccc1C#N,-1.0,33,-9,-6,-6,3,27,-1,-20,-6
Cc1cccc(Nc2nc3c(S(=O)(=O)c4ccccc4)nnn3c3ccccc23)c1C,-0.4,21,-14,1,2,-3,1,-1,8,8
O=C(NCCCCO)C(F)(F)C(F)(F)C(F)(F)C(=O)NCCCCO,-0.5,12,-1,-1,-4,0,-51,0,-12,18
O=C1CC(c2ccc(Cl)cc2)c2c(O)cc(O)cc2O1 (stereo not drawn),-0.2,-7,2,7,-5,-1,2,0,27,8
Cc1c(Cl)cccc1N=C1SCCN1C(=O)CN1C(=O)NC2(CCCC2)C1=O,-0.4,3,9,-1,x,x,x,2,13,-11
CCC(C)N1CC(=O)N2Cc3[nH]c4ccccc4c3C[C@H]2C1=O (stereo partly drawn),0.6,-6,1,2,3,9,10,1,-9,-1
Cc1c(OCC(=O)C(C)(C)C)ccc2c(-c3ccccc3)cc(=O)oc12,0.4,7,-6,0,3,1,-5,-4,2,27
CC1(C)Cc2nc(Cl)c(C#N)cc2CO1,-0.3,18,-3,-3,-1,2,5,-4,-6,-3
Cn1c(CN2CCCC2)nc2cc(NC(=O)C3CCCCC3)ccc21,0.4,18,-3,-1,2,3,3,-1,14,-33
CC(OC(=O)c1cccs1)C(=O)NCCc1ccccc1 (stereo not drawn),-0.1,2,5,-1,-2,-2,-31,-3,-11,18
CCOc1cc(S(=O)(=O)NCc2ccccn2)c(C)cc1C,-0.1,13,1,-3,3,-1,-3,2,26,2
CSc1ncccc1C(=O)N1CCCC(CCC(=O)NCc2ccccc2F)C1 (stereo not drawn),-0.1,28,-4,-2,-1,-4,-23,0,-1,5
CCOC(=O)N1CCC(NC(=O)Cn2cc3c(n2)CCCC3)CC1,-0.1,8,-4,-1,-1,1,-28,0,-4,15
COC(C[C@@H]1O[C@H]1C(=O)COCc1ccccc1)OC,0.5,10,3,-1,x,x,x,2,-4,11
COc1ccc(NC(=O)C2CCC(=O)N2S(=O)(=O)c2ccc(C)cc2)c(OC)c1 (stereo not drawn),-0.2,8,5,-2,-2,-1,12,2,4,18
CCSC1=C(C#N)C(c2cccc(OC)c2)CC(=O)N1 (stereo not drawn),x,1,x,3,1,0,-17,-4,x,x
COC(=O)c1ccc(CSc2nc(N)cc(N)n2)cc1,1.4,-25,-4,-3,-8,3,-51,20,7,-66
CC1=NC(=O)C(N=Nc2ccccc2C(=O)O)N1c1ccccc1 (stereo not drawn),0.7,-12,-7,x,3,14,-37,3,-21,-36
Cc1ccc(CNS(=O)(=O)c2c(C(=O)N3CCCCCC3)c(C)n(C)c2C)cc1,0.2,13,1,-1,-2,-1,14,-3,0,-12
Cc1cc(C)c(-c2csc(NC(=O)COC(=O)c3ccc4c(c3)OCO4)n2)c(C)c1,-0.9,10,-5,6,0,4,-6,-1,9,15
COc1ccc(C(CC(=O)N2CCN(C)CC2)NC(=O)C(F)(F)F)cc1 (stereo not drawn),-0.2,4,2,-4,2,-7,-34,-2,18,3
COc1ccc(OC)c(S(=O)(=O)Nc2cccc3ccc(O)cc23)c1,-0.1,6,16,3,x,x,x,1,23,13
Cc1ccc(NC(=O)C(=O)NCC2OCCc3ccccc32)cc1 (stereo not drawn),0.3,6,2,1,0,0,-3,-3,12,-46
COc1c(S(=O)(=O)N2CCN(C)CC2)ccc(Cl)c1Cl,-12,13,-3,4,0,-4,-26,-1,3,-3
COCCn1c(-c2ccccc2)nc2ccccc21,0.7,25,11,x,4,4,-22,1,5,-17

# New compounds follow
SMILES,HIF activator,AI-2 QS mod,HSF1 inh,GSK3A inh,HSP90 inh,IEC-6 tox,KLF5 inhibitor,GSK3B inh,HSF-1 act,aSyn 5UTR inh
CN1CCN(c2ccc(NC(=O)CSc3nnnn3-c3ccccc3F)cc2)CC1,0.7,31,3,1,-5,3,-33,1,17,-17
CCCCn1c(N)c(N(CCOC)C(=O)CN(C)S(=O)(=O)c2ccc(Cl)cc2)c(=O)[nH]c1=O,0.1,5,-11,-2,-5,-10,-21,4,13,5
CSCc1c(C(=O)Nc2ccc(N3CCOCC3)cc2)oc2ccccc12,0.3,7,7,x,-10,-2,-43,4,12,-28
COc1ccc2[nH]c(C)c(C(=O)CN(C)CC3OCCO3)c2c1,0.0,17,-6,-3,3,-2,-18,1,22,-2
CC(=O)N1N=C(c2ccc(Cl)cc2)CC1c1ccco1 (stereo not drawn),0.6,1,-1,0,3,3,-9,0,-7,3
Cn1c(=O)c2c(nc(NCc3ccccc3)n2CC(=O)NCc2ccccc2)n(C)c1=O,0.3,13,2,5,-1,-2,7,3,-1,13
O=C(CN(c1cccc(Cl)c1)S(=O)(=O)c1ccccc1)NN=C1CCCC1,0.1,12,-8,0,5,-6,-27,0,11,-8
CC(=O)N1CCN(C(=O)c2cc(=O)c3ccccc3o2)CC1,0.7,20,-4,1,-7,-4,-19,1,8,-4
CS(=O)(=O)Nc1ccccc1NS(C)(=O)=O,-0.4,28,-8,-4,-1,-4,-12,0,19,-1
COc1ccc(CN(C)C(=O)c2oc3ccccc3c2CSC)cc1F,-0.7,11,7,-3,1,1,-36,-2,6,-5
CSc1ccc(C2NC(=O)CCC2[N+](=O)[O-])cc1 (stereo not drawn),-0.3,9,20,-3,2,-2,-26,2,44,2
CC(C)c1ccc(/C=N/NC(=O)c2ccccc2Cl)cc1,2.8,u,23,0,0,21,-9,4,10,-38
CC1=NN(c2ccccc2)C(=O)/C1=C/c1ccc(-c2ccc(C)c(C(=O)O)c2)o1,0.7,17,1,2,x,x,x,2,8,2
Cc1ccc2nsnc2c1S(=O)(=O)N1CCN(Cc2ccc3c(c2)OCO3)CC1,0.0,28,-1,-2,4,2,7,2,-15,17
O=C(CSc1nnnn1Cc1ccccc1)c1ccccc1F,0.8,31,8,-2,-3,-4,0,2,15,-19
O=C(c1ccco1)c1cn(CC(=O)N2CCCC2)c2ccccc12,-0.9,-4,-3,-1,0,0,-37,1,-6,24
Cc1cccc(N2CC(C(=O)Nc3nnc(SCc4cccnc4)s3)CC2=O)c1 (stereo not drawn),0.0,22,-5,0,1,-3,-24,-4,-1,9
CC(C)(CC(=O)O)CC(=O)NCc1c(Cl)cccc1Sc1ccc(Cl)cc1,-0.5,28,5,-3,0,-2,-16,0,-18,-3
CCC(C)N(C(=O)Cn1cnc2c1c(=O)n(C)c(=O)n2C)C1CCS(=O)(=O)C1 (stereo not drawn),0.2,19,3,-2,x,x,x,2,10,-9
O=C(NCc1cccc(F)c1)C1CCN(C(=O)c2sccc2-n2cccc2)CC1,0.2,11,-8,1,-1,4,-13,-2,8,20
CCOc1cc(/C=N/NC(N)=O)ccc1OCC(=O)Nc1ccc(C)c(C)c1,0.0,20,2,-3,5,2,-23,-1,2,-13
CCOC(=O)/C(C#N)=C/c1c(N2CCN(Cc3ccc4c(c3)OCO4)CC2)nc2c(C)cccn2c1=O,0.3,32,17,0,3,-4,-12,7,14,21
NC(=S)C1COc2ccccc2O1 (stereo not drawn),-0.4,-2,-5,4,1,8,-1,-5,0,-8
Cc1ccc(C(=O)NC(=S)NNC(=O)c2ccccc2)cc1,-0.7,-150*,-41,-3,-2,0,5,-2,-49,-18
COc1cc(C(=O)NCCC(c2ccccc2)c2ccccc2)cc(OC)c1OC,0.4,20,2,-4,0,-6,-23,-1,8,7

# (next part)
SMILES,HIF activator,AI-2 QS mod,HSF1 inh,GSK3A inh,HSP90 inh,IEC-6 tox,KLF5 inhibitor,GSK3B inh,HSF-1 act,aSyn 5UTR inh
O=C(Nc1ccc(Br)cn1)c1ccc2ccccc2c1,5.9,15,18,-1,1,7,-159,0,u,-83
CC(C)c1cccc(C(C)C)c1NC(=O)c1ccccc1,-1.3,15,1,0,0,0,-19,1,-5,7
Cc1sc2ncnc(SCC(=O)N(C(C)C)C(C)C)c2c1C,-1.3,46,4,x,2,-3,-28,2,24,-1
CSc1nc2ncc(C(=O)O)c(N)n2n1,-0.3,18,-2,-1,1,3,19,0,2,7
CC(C)c1nc2sc3c(=O)[nH]cnc3c2c2c1CCCC2,-0.3,13,-1,-1,-2,-7,-6,1,-6,20
COc1cccc(CN(CC2CCCO2)S(=O)(=O)c2ccc(S(=O)(=O)N(C)C)cc2)c1 (stereo not drawn),-0.2,31,-5,-4,2,-10,-33,-6,-5,11
COc1nc(Nc2ccc3c(c2)OCO3)nc(OC)n1,0.4,0,5,-4,x,x,x,0,-8,-23
Cc1cccc(Oc2c([N+](=O)[O-])c(=O)n(C)c3ccccc23)c1,1.0,0,85,0,3,-4,-10,6,110*,-53
Clc1ccccc1C1=CC(c2ccco2)n2nnnc2N1 (stereo not drawn),-0.4,2,-3,-1,0,1,-24,1,-5,-11
CCCCn1c(-c2c(Cl)c(C)nn2C)n[nH]c1=S,0.2,23,1,1,4,10,4,1,-5,-14
O=C(COC(=O)CCC(=O)c1ccc(F)cc1)Nc1cccc(S(=O)(=O)N2CCOCC2)c1,-0.6,6,-10,x,-2,-3,-6,1,-13,-6
Cn1nnnc1SCc1ccc([N+](=O)[O-])cc1,-0.1,-7,9,1,-1,-2,-19,0,5,13
COc1ccc(C2=NO[C@@](CC(=O)O)(C(=O)Nc3ccc4c(c3)OCCO4)C2)cc1,-10,5,0,-5,0,-6,-24,-1,2,-31
CN(C1CCCCC1)S(=O)(=O)c1ccc(C(=O)N2CCN(c3nc4ccccc4s3)CC2)cc1,0.1,8,-2,-1,2,0,-28,-1,-16,5
CCCC[n+]1ccc(-c2nc3ccc([N+](=O)[O-])cc3[nH]2)cc1,-19,33,2,23,-1,-4,-12,0,10,-23
O=C(Nc1ccc2[nH]c(=S)sc2c1)c1ccccc1,2.5,23,4,2,2,-3,-122,1,-6,-138
OC(C#CCCN1CCCCC1)(c1ccccc1)c1ccccc1,-0.2,15,2,3,0,-4,-17,3,10,-25
CCCn1nnnc1SCC(=O)c1ccc2c(c1)OCCO2,2.9,39,12,2,0,3,-83,0,13,-83
O=C(NCC1CCCO1)C(=O)N/N=C/c1c(F)cccc1Cl (stereo not drawn),-0.6,4,0,0,-4,-3,-8,3,3,20
COc1ccc(C)cc1S(=O)(=O)N(CC(=O)N1CCCC1)c1ccc(C)cc1,-0.3,2,-9,-1,1,3,-22,-2,-12,22
COc1ccc(Cl)cc1NC(=O)CN(C)C(C)C(=O)NCC1CCCCC1 (stereo not drawn),-0.2,24,7,-2,3,-2,0,5,17,-2

# Compounds as they come. Share with any hit: about 4.7%.
